# HIV fusion peptide: inhibitors of HIV fusion peptide binding, primary screen, biochemical, uHTS, fluorescence dequenching (AID 1986); cell-free peptide binding, fluorescence dequenching, 30 min; higher % means a stronger effect; inhibition, % at 20 µM; hits with a dose series show IC50 in µM; actives 0.3% (n = 290,000); in the data active means inhibition mostly above about 52%, no sharp cut-off; inactive means mostly below about 76%; further: some results filed as inactive read as strong as hits
# GPR55 LPI antagonism: GPR55 antagonists blocking LPI-driven arrestin recruitment, primary screen, imaging, U2OS, beta-arrestin-GFP, LPI agonist (AID 2013) | one-dose inhibition, % at 10 µM; IC50 in µM for titrated hits | U2OS GPR55 beta-arrestin-GFP translocation imaging, LPI antagonism; higher % means a stronger effect | G-protein coupled receptor 55 (Homo sapiens) | actives 0.13% (n = 290,000);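 active means spots per cell inhibited over 60%, with over 100 cells counted and total cytoplasm intensity under 500,000; inconclusive means wells with under 100 cells, flagged as likely toxic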;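 further: U2OS cells stably carrying GPR55 and arrestin-GFP stimulated by 5 µM LPI near EC80; imaged beta-arrestin-GFP aggregate spots per cell after agonist stimulation; plate controls were LPI-stimulated DMSO wells for no effect and DMSO wells without LPI for full effect; some results filed as inactive read as strong as hits; confirmed hits need IC50 under 10 µM and bright autofluorescent wells are also inconclusive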
# West Nile virus CPE: West Nile virus antiviral activity, cell-based, CPE readout (AID 1621). West Nile virus-infected cells, CPE inhibition; higher % means a stronger effect. CPE inhibition, % at 10 µM, or IC50 in µM where a hit was titrated. actives 0.02% (n = 290,000); in the data active means a potency from the dose series; inconclusive means CPE inhibition mostly from about 3.7% at the one dose, without a potency; inactive means the rest, 99 in 100 with CPE inhibition below about 2.2%; further: strong numbers were not always called active
# NOD1 NF-kB reporter: NOD1 signaling inhibitors, primary screen, cell-based, luminescence, uHTS (AID 1578) | NOD1-driven NF-kB luciferase reporter cells, luminescence; higher % means a stronger effect | one-dose inhibition, % at 4 µM; EC50 in µM for titrated hits | actives 1% (n = 290,000); in the data active means inhibition mostly above about 36%, no sharp cut-off; inactive means mostly below about 34%;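 further: HEK-293T reporter cells stimulated with the NOD1 agonist gamma-tri-DAP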
# GPR35 arrestin U2OS: GPR35 antagonists blocking zaprinast-driven arrestin recruitment, primary screen, imaging, U2OS, beta-arrestin-GFP, zaprinast agonist (AID 2058). G-protein coupled receptor 35 (Homo sapiens). U2OS GPR35 beta-arrestin-GFP translocation imaging, zaprinast antagonism; higher % means a stronger effect. inhibition, % at 10 µM; hits with a dose series show IC50 in µM. actives 0.052% (n = 290,000);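 active means inhibition of at least 50% with at least 30 cells and total cytoplasm GFP at most 10,000,000; inconclusive means under 30 cells or total GFP of 10,000,000 plus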
# GPR55 beta-arrestin: GPR55 agonists via beta-arrestin recruitment, primary screen, imaging, U2OS cells, beta-arrestin-GFP redistribution (AID 1961) | U2OS GPR55 beta-arrestin-GFP redistribution imaging; higher % means a stronger effect | one-dose activation, % at 10 µM; EC50 in µM for titrated hits | actives 0.048% (n = 290,000);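 active means activation above 40% with more than 50 cells counted in the well; inconclusive means wells holding fewer than 50 cells, flagged as toxic or sparse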;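 further: U2OS osteosarcoma cells stably expressing GPR55 and beta-arrestin-GFP; plate controls were DMSO negative control for no effect and LPI positive control for full effect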
# KOR beta-arrestin-1: KOR agonists, beta-arrestin recruitment, primary screen, cell-based, luminescence, uHTS (AID 1777); KOR beta-arrestin recruitment, luminescence; higher % means a stronger effect; activation, % at 10 µM; hits with a dose series show EC50 in µM; actives 0.02% (n = 280,000); in the data active means activation above about 50%, passing the limit was not always enough; further: a part of the inactive calls stands beside numbers as strong as those of hits
# KOR beta-arrestin-2: KOR antagonists, beta-arrestin recruitment, cell-based, luminescence, uHTS (AID 1778); Kappa-type opioid receptor (Homo sapiens); KOR beta-arrestin recruitment, luminescence, antagonist mode; higher % means a stronger effect; inhibition, % at 10 µM; hits with a dose series show IC50 in µM; actives 0.091% (n = 290,000); in the data active means inhibition above about 50%; further: strong numbers were not always called active
# NS5 inhibitors: Dengue-2 NS5 methyltransferase inhibitors, primary screen, biochemical, confirmation dose response (AID 588689); Dengue-2 NS5 methyltransferase capping enzyme assay, biochemical; higher % means a stronger effect; one-dose inhibition, % at 25 µM; IC50 in µM for titrated hits; actives 0.3% (n = 340,000); in the data active means a potency from the dose series; inconclusive means inhibition above about 29% without an active follow-up result
# NS5 inhibitors pilot replicate: recorded beside NS5 inhibitors, whose call it bears; inhibition, %; measured here: pilot screen replicate inhibition
# Numbers without * were called inactive; ? = inconclusive; . = no result given; [ ] = another dose, or the depositor's remark. Some of the compounds tested, so the mix of outcomes need not match the whole.
SMILES,HIV fusion peptide,GPR55 LPI antagonism,West Nile virus CPE,NOD1 NF-kB reporter,GPR35 arrestin U2OS,GPR55 beta-arrestin,KOR beta-arrestin-1,KOR beta-arrestin-2,NS5 inhibitors,others
COc1[nH]c(/N=C/c2ccccc2)c(C#N)c1C#N,-1.3%,-2%,-0.6%,-20%,4%,0.0%,-0.7%,-35%,.,
CC(=O)Nc1ccc(NS(=O)(=O)c2ccc(Cl)c(C(=O)O)c2)cc1,-1.2%,5%,-0.1%,-4%,0%,-0.1%,-2.1%,32%,-4%,
Cc1cc(Nc2cc(F)ccc2C)n2ncnc2n1,-3.0%,9%,-0.4%,2%,-5%,-0.2%,-1.4%,-25%,0%,
COC(=O)c1ccc(-n2cc(-c3ccc(OC)cc3)[nH]c2=S)cc1,-1.3%,8%,0.1%,-16%,9%,-0.1%,-5.9%,11%,-6%,
CCOc1c2ccc(C(=O)NCC34CC5CC(CC(C5)C3)C4)cc2nn1CC,-2.9%,.,0.0%,29%,-6%,0.0%,3.6%,-16%,4%,
Cc1cc2cc(C#N)c(N3CCOCC3)nc2cc1Cl,1.4%,-2%,-0.7%,-3%,7%,0.3%,-1.0%,-15%,-2%,
CCC(C(=O)OCC(=O)Nc1ccc(C(N)=O)cc1)c1ccccc1 (centres undefined),-0.2%,6%,0.5%,-46%,0%,-0.2%,6.5%,-18%,-5%,
O=C(Nc1ccccc1)N1CCN(Cc2ccccc2)CC1,2.6%,15%,-0.3%,-42%,-11%,0.3%,-0.2%,-49%,-2%,
COc1c(C=O)c(CCN(C)C(=O)c2ccc(F)cc2)cc2c1OCO2,-1.4%,9%,0.2%,-8%,-5%,-0.1%,-0.1%,2%,1%,
COc1ccc(NC(=O)COC(=O)Cn2c(C)nc3ccccc32)cc1OC,-1.2%,27%,0.4%,3%,7%,-0.1%,-1.1%,-8%,-10%,
Cn1nccc1NC(=O)Nc1cccc([N+](=O)[O-])c1,-0.9%,3%,0.0%,-6%,-8%,0.2%,.,-13%,-4%,
CCOC(=O)c1ccc(CNC(=O)CCC(=O)O)cc1,0.8%,10%,0.6%,1%,30%,0.3%,1.3%,-31%,-5%,
CC(=O)Nc1ccc2nc(CN3CCC(CO)(CCc4ccccc4)CC3)ccc2c1,-1.9%,-6%,0.0%,1%,0%,0.9%,4.8%,27%,-16%,
Cc1ccc(S(=O)(=O)N/N=C/c2cn(C)nc2C)cc1,-0.9%,4%,0.0%,-8%,-11%,0.2%,-4.8%,18%,3%,
Cc1ccc(C(=O)Cn2cnc3ccccc3c2=O)cc1C,-3.0%,5%,0.7%,-18%,4%,0.2%,2.0%,-49%,-1%,
Cc1ccc(S(=O)(=O)N2CCN(c3cnn(-c4ccccc4)c(=O)c3Cl)CC2)cc1,2.0%,-5%,0.7%,-12%,13%,0.5%,5.8%,26%,3%,
O=C(Nc1cccc(Cl)c1)N1CCc2ccccc2C1,-0.3%,-1%,-1.4%,-55%,6%,-0.3%,-2.1%,-38%[20 µM],-2%,
Cc1c(Cl)ccc(S(=O)(=O)NCCN2CCOCC2)c1Cl,-2.4%,19%,-0.5%,4%,24%,0.3%,3.6%,-26%[20 µM],1%,NS5 inhibitors pilot replicate=6.7
O=C(c1ccc(F)cc1)N(Cc1cccs1)C1CCS(=O)(=O)C1 (centres undefined),1.3%,11%,0.4%,-19%,13%,-0.2%,7.3%,-49%,3%,
N#Cc1ccccc1Cn1cc(/C=N/Nc2ccc([N+](=O)[O-])cn2)c2ccccc21,7.3%,16%,0.1%,-14%,9%,-0.4%,-7.8%,12%,9%,
CCOC(=O)C1CCN(C(=O)Nc2ccc(Cl)cc2Cl)CC1,4.2%,-7%,0.3%,-14%,6%,0.5%,-0.8%,-19%,0%,
CCOC(=O)c1sc(NC(=O)CCN2CCC(C)CC2)c(C(=O)OCC)c1C,-1.0%,7%,-0.6%,-39%,-3%,1.1%,-4.6%,20%,-10%,
O=C(CCN1C(=O)c2ccc([N+](=O)[O-])cc2C1=O)Nc1cccc(O)c1,-2.4%,14%,-0.1%,-28%,-14%,0.4%,-5.4%,18%,-3%,
COCCN1Cc2cccc(C(=O)Nc3cccc(OC)c3)c2C1=O,-2.5%,4%,-0.2%,-3%,0%,-0.3%,0.6%,8%,-2%,
Cc1cc(C)nc(NS(=O)(=O)c2ccc(NC(=O)c3ccco3)cc2)n1,-1.3%,8%,0.0%,0%,16%,0.2%,-3.5%,-2%,.,

# Overlap with the part before: 5 entries, then new ones.
SMILES,HIV fusion peptide,GPR55 LPI antagonism,West Nile virus CPE,NOD1 NF-kB reporter,GPR35 arrestin U2OS,GPR55 beta-arrestin,KOR beta-arrestin-1,KOR beta-arrestin-2,NS5 inhibitors,others
CCOC(=O)C1CCN(C(=O)Nc2ccc(Cl)cc2Cl)CC1,4.2%,-7%,0.3%,-14%,6%,0.5%,-0.8%,-19%,0%,
CCOC(=O)c1sc(NC(=O)CCN2CCC(C)CC2)c(C(=O)OCC)c1C,-1.0%,7%,-0.6%,-39%,-3%,1.1%,-4.6%,20%,-10%,
O=C(CCN1C(=O)c2ccc([N+](=O)[O-])cc2C1=O)Nc1cccc(O)c1,-2.4%,14%,-0.1%,-28%,-14%,0.4%,-5.4%,18%,-3%,
COCCN1Cc2cccc(C(=O)Nc3cccc(OC)c3)c2C1=O,-2.5%,4%,-0.2%,-3%,0%,-0.3%,0.6%,8%,-2%,
Cc1cc(C)nc(NS(=O)(=O)c2ccc(NC(=O)c3ccco3)cc2)n1,-1.3%,8%,0.0%,0%,16%,0.2%,-3.5%,-2%,.,
CCN(CC)S(=O)(=O)c1ccc(NC(=O)CCNC(=O)c2ccccc2)cc1,0.4%,2%,1.4%,3%,-6%,0.0%,-1.2%,17%,6%,
CCc1nnc(NC(=O)c2cccc(NC(=O)C(C)C)c2)s1,-0.2%,.,0.7%,-9%,8%,0.0%,1.2%,-22%,-3%,
Cc1ccc2c(c1)nnn2C1CCN(CC(=O)NNC(=O)c2ccco2)CC1,-0.5%,5%,0.7%,-29%,6%,-0.1%,.,-9%[20 µM],-1%,
CCOC(=O)N/N=C/c1c(C)nn(-c2ccccc2Cl)c1Cl,2.4%,-13%,-0.5%,-46%,-6%,0.1%,0.0%,-7%,-7%,
COc1cc(/C=C/C(=O)c2ccc3c(c2)OCO3)cc(Cl)c1O,21%,1%,-0.4%,13%,-21%,.,-3.2%,7%,?,
Cc1cc(C)nc(NC(=O)CSc2nc3ccccc3s2)n1,1.8%,0%,.,-58%,5%,-0.2%,-8.2%,19%,10%,
O=C(Nc1cccc(F)c1)Nc1c[nH]c(=O)[nH]c1=O,2.4%,7%,-0.2%,-3%,19%,-0.1%,-2.9%,16%,2%,
COc1ccccc1-n1c(=S)sc2c(=O)n(Cc3ccco3)c(SC)nc21,-2.4%,0%,0.7%,-10%,-1%,0.4%,-2.0%,36%,-6%,
O=C(O)C1SCCN1S(=O)(=O)c1ccc(N=NN2CCOCC2)cc1 (centres undefined),1.2%,8%,1.4%,-55%,5%,-0.1%,-3.3%,6%,.,
CN1C(=O)C(CC(=O)NCCc2ccccc2)N(NC(=O)c2cccc(F)c2)C1=S (centres undefined),-0.3%,-6%,-0.6%,-20%,5%,0.1%,-1.7%,-14%,-2%,
C/C=C(\C)C(=O)NCCN1C2=NC[C@H](C(C)C)N2C[C@H]1Cc1ccc(O)cc1,-0.3%,1%,1.1%,-43%,12%,-0.1%,2.1%,0%,7%,
c1ccc(Cn2nnnc2C(c2cccnc2)N2CCN(c3ccccc3)CC2)cc1 (centres undefined),-3.5%,4%,-0.7%,-16%,4%,0.6%,-0.9%,-24%,-3%,
O=C(CSc1nncs1)NC(=O)Nc1ccc2c(c1)OCCO2,0.4%,-3%,0.2%,-11%,3%,0.6%,3.8%,14%,5%,
S=C(NCCc1ccccc1)Nc1ccc(Cl)cc1,1.3%,16%,-0.7%,9%,7%,0.9%,5.3%,21%,-10%,
CCOC(=O)C1=C(C)N(C)C(=O)C1CC(=O)O (centres undefined),0.9%,6%,0.2%,-11%,11%,0.3%,1.3%,7%,-7%,
COc1ccc2[nH]c(C(=O)N3CCC(Cc4ccccc4)CC3)cc2c1,-1.4%,3%,-0.8%,-12%,4%,0.4%,3.8%,16%,-6%,
CCOC(=O)N1CCN(C(=O)C2CCN(C(=O)c3ccc(C(C)(C)C)cc3)CC2)CC1,1.2%,-5%,-1.0%,-6%,-1%,0.3%,-2.5%,27%,-1%,
Cn1c(C(=O)N2CCC(C(N)=O)CC2)cc2cc(Cl)ccc21,0.8%,13%,-0.3%,-23%,10%,-0.2%,-3.8%,5%,-7%,
CCOC(=O)C1CCN(S(=O)(=O)c2ccc3c(c2)CC(=O)N3C)CC1,-1.6%,-3%,0.2%,17%,11%,-0.2%,9.8%,-16%,11%,
C=CCC1(CC=C)CCCN1C(=O)c1cc(COc2cccc(OC)c2)on1,1.6%,15%,-0.1%,0%,-8%,-0.1%,-1.4%,15%,-2%,
Cc1ccccc1CCNC(=O)C1CCC(=O)N(C2CCCCCC2)C1 (centres undefined),-1.2%,0%,-1.1%,-15%,7%,-0.1%,-0.3%,-3%,0%,
CCOc1cc(/C=N/Nc2nc(=O)[nH]nc2C)ccc1O,0.3%,-24%,-0.1%,-27%,4%,-0.5%,-6.7%,-17%,-4%,

# No new results follow: an excerpt of the list.
SMILES,HIV fusion peptide,GPR55 LPI antagonism,West Nile virus CPE,NOD1 NF-kB reporter,GPR35 arrestin U2OS,GPR55 beta-arrestin,KOR beta-arrestin-1,KOR beta-arrestin-2,NS5 inhibitors,others
CCOC(=O)N/N=C/c1c(C)nn(-c2ccccc2Cl)c1Cl,2.4%,-13%,-0.5%,-46%,-6%,0.1%,0.0%,-7%,-7%,
COc1cc(/C=C/C(=O)c2ccc3c(c2)OCO3)cc(Cl)c1O,21%,1%,-0.4%,13%,-21%,.,-3.2%,7%,?,
